Compound activity (PubChem)
ABCB6 inh 2: human ABCB6 transporter inhibition | fluorescence ratio to DMSO, % at 10 µM | K562-ABCB6 porphyrin accumulation, flow cytometry, 1 h; active compounds read low | AID 602162 | 360,000 tested, 0.19% active;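 active = fluorescence ratio to DMSO below 75%, the collection mean minus 3 SD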;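 also: signal is porphyrin accumulated inside mitochondria; 100% equals median channel fluorescence of DMSO control wells; lower ratio means ABCB6 inhibition with less porphyrin fluorescence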
HTR2A ag: mouse HTR2A agonism via beta-arrestin recruitment; P35363; CHO-K1 mHTR2A beta-arrestin complementation, luminescence; percent of 30 µM serotonin response; activation, % at 7.6 µM; 360,000 tested, 0.66% active;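 active = activation above a run cutoff, the mean activation of all tested compounds plus 3 SD, cut at about 14% in these data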;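 also: 0% = plate median of compound wells and 100% = 30 µM serotonin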
NOD2-RIPK2 inh: inhibitors of human NOD2-RIPK2 interaction. O43353. CHO BLA complementation NOD2-RIPK2, CCF4 ratio. inhibition, % at 4.98 µM. 360,000 tested, 0.38% active; in the data active = inhibition above about 21%;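 also: 0% = vehicle only and 100% = reference blocker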
MC4R barr agon: agonists of human melanocortin 4 receptor (MC4R) beta-arrestin; P32245; activation, % at 8.9 µM; U2OS MC4R beta-arrestin complementation, luminescence; percent of melanotan II response, DMSO zero; AID 540308; 360,000 tested, 0.98% active;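 active = activation above a per-plate cutoff, the mean activation of sample wells on that plate plus 3 SD, cut at about 8% in these data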
TLR9-MyD88 inh: inhibitors of human TLR9-MyD88 binding; 340,000 tested, 0.21% active; inhibition, % at 4.98 µM; CHO BLA complementation TLR9-MyD88, CCF4 FRET ratio;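 active = inhibition above the mean over all tested compounds plus 3 SD, cut at about 21% in these data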;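 also: 0% = DMSO only wells and 100% = clavulanate BLA inhibitor control wells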
SRC2 inh: human SRC2 (NCOA2) inhibition | Q15596 | HEK293 GAL4-SRC2 luciferase reporter, luminescence | inhibition, % at 9 µM | 370,000 tested, 0.17% active;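 active = inhibition above the mean inhibition of all tested compounds plus 3 SD, set per campaign, cut at about 52% in these data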;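 also: 0% = DMSO treated cells and 100% = cells given Gossypol at 36 µM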
N-glyco inh: blocks N-linked glycosylation in D54 reporter cells; reporter increase, % at 12.5 µM; D54 ERlucT glycosylation luciferase reporter, 24 h; percent of 100 nM tunicamycin response; 360,000 tested, 0.23% active;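 active = mean luciferase reporter signal, scaled so untreated is 0 and the glycosylation-blocking control 100, at or above a set limit in every replicate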;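 also: luciferase carries N-glycosylation sites so blocking glycosylation raises the light; 0% = median of neutral control wells and 100% = median of 100 nM tunicamycin wells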
H9c2 protect: protects H9c2 cardiomyocytes from peroxide injury. H2O2 injury protection, ATPLite, 2 h. 360,000 tested, 0.63% active. protection from H2O2 cell death, % at 20 µM;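 active = compounds giving at least 50% protection of heart cells from peroxide-induced death in the single-dose screen, raw or plate-pattern-corrected value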;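 also: 0% = DMSO wells with peroxide and 100% = DMSO wells without peroxide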
ABHD5-PLIN5 inh: blocks binding of human ABHD5 to perilipin-5; Q00G26+Q8WTS1; Split G. princeps luciferase complementation, luminescence, 4 h; inhibition, % at 4 µM; 360,000 tested, 0.78% active; AID 602281;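 active = inhibition above the mean inhibition across every tested compound plus 3 SD, cut at about 22% in these data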;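 also: 0% = DMSO only wells and the 100% control is not disclosed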
MC4R antagonist: blocks human MC4R cAMP signaling; P32245; MC4R-expressing cells, MTII-stimulated cAMP, LANCE TR-FRET; inhibition, % at 6.5 µM; 360,000 tested, 0.48% active;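 active = inhibition above its plate's cutoff, the mean of tested wells on that plate plus 3 SD, cut at about 29% in these data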;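 also: 0% = Melanotan II alone and 100% = Melanotan II plus saturating MCL0020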
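system = U2OS cells with stable human MC4R expression | also added = Melanotan II challenge after compound preincubation | dosing = one concentration, 6.5 µM nominal | incubation = compound 30 min, challenge 1 h, detection 1 h | measured by = TR-FRET with Eu-cAMP and labeled anti-cAMP, 671 nm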
* = called active by the depositor; . = no result given. Some of the compounds tested; count on the stated rates, not on these rows.

Order of values: ABCB6 inh 2	HTR2A ag	NOD2-RIPK2 inh	MC4R barr agon	TLR9-MyD88 inh	SRC2 inh	N-glyco inh	H9c2 protect	ABHD5-PLIN5 inh	MC4R antagonist
(1) CC(C)=CCCC(C)CN1CCC(n2nccc2NC(=O)c2ccc3c(c2)OCO3)CC1 (configuration not stated)
  93	-6	-4	0.3	5	7	-3	-8	5	4
(2) CCn1c(COc2ccc3ccccc3c2C)nnc1SCC(=O)Nc1cccc(C(=O)O)c1
  98	0	-15	0.6	-2	-3	0	7	14	-3
(3) O=C(COC(=O)c1ccc(NS(=O)(=O)c2ccc(Br)s2)cc1)NC1CCCC1
  95	2	-14	-0.8	1	10	0	1	-2	0
(4) CCOc1cc(Br)ccc1S(=O)(=O)N1CC(C)OC(C)C1 (configuration not stated)
  77	1	-3	-1.1	-7	10	-2	-7	-3	-3
(5) Cc1cc(-c2csc(N)n2)c(C)n1CCC(C)C
  109	3	3	-1.2	-8	16	4	1	-8	4
(6) CCON1C(=O)CN(C(=O)OC)C1c1ccc(Cl)cc1Cl (configuration not stated)
  92	-1	5	1.1	-6	23	2	1	5	3
(7) O=C(CCn1nnnc1CN1CCOCC1)N1CCC(c2cccc(Cl)c2)C1 (configuration not stated)
  97	-2	-6	-4.2	10	-56	0	-3	11	-5
(8) C=CCCN(C(CC(C)C)C(=O)OC)S(=O)(=O)c1ccccc1Br (configuration not stated)
  97	-9	-5	0.7	-4	2	-5	-13	-4	6
(9) Cc1ccc(NC(=O)Cn2cnc3c(OCc4ccccc4)ncnc32)cc1C
  98	-1	9	2.6	-64	-8	4	2	-6	2
(10) COc1ccc(/C(N)=N/OC(=O)Oc2ccccc2)cc1
  91	1	6	-0.4	4	-14	0	5	0	-2
(11) CCN(CC)CCNC(=O)c1cc2c(=O)n(C)c3ccccc3c2s1
  94	-6	-4	-2.2	-3	-34	19	14	8	8
(12) NC(N)=NS(=O)(=O)c1ccc(NC(=S)Nc2ccc(F)cc2)cc1
  104	-3	-4	0.4	2	-31	-1	-7	-1	7
(13) Cc1ccc(C)c(NC(=O)c2ccc(S(=O)(=O)C(F)F)cc2)c1
  88	-2	-1	-2.4	7	-2	-2	13	6	-2
(14) O=C(CCC(=O)N1CCc2ccccc2C1)NCCc1ccc(Cl)cc1
  94	-4	-1	-0.9	-8	-23	4	-7	7	7
(15) Cn1c(-c2c(N)n(C3CCCC3)c3nc4ccccc4nc23)nc2ccccc21
  111	-1	29*	-1.5	40*	-33	-1	-15	-5	-10
(16) O=C(CC12CC3CC(CC(C3)C1)C2)NCO
  103	2	-4	-1.2	-5	-58	2	-9	6	-2
(17) COc1ccc(NC(=O)CN(C)C(=O)CNC(=O)c2ccc3c(c2)OCO3)cc1
  97	0	-16	-2.8	12	-16	-1	-1	2	-1
(18) CCCc1cc(=O)[nH]c(SCCc2ccccc2)n1
  96	-7	2	-0.5	-14	-29	1	5	-1	-4
(19) CC1(C)C=C(c2ccc(C=O)s2)CC(C)(C)N1C=O
  100	5	-9	0.8	-4	5	0	14	1	5
(20) CCCc1nn(C)c2c(=O)[nH]c(-c3cc(S(=O)(=O)N(CCO)CCO)ccc3OCC)nc12
  101	7	-11	-2.0	-5	13	5	1	0	10
(21) O=C(COc1c(F)c(F)cc(F)c1F)NNC(=O)CC1CCS(=O)(=O)C1 (configuration not stated)
  97	3	0	-1.0	0	-11	2	-1	10	11
(22) C(=N\N1CCN(C2c3ccccc3-c3ccccc32)CC1)/c1cccnc1
  93	-4	1	0.5	-10	-17	-2	-10	-17	1
(23) O=C(O)c1ccc(S(=O)(=O)N(Cc2ccc(F)cc2)C2CCCCC2)cc1
  102	-1	-2	-1.9	-8	-11	1	2	8	2
(24) CCN(CC)CCNC(=O)c1cc2ccccc2nc1Cl
  102	-3	-6	-1.9	0	-19	1	-4	0	-2
(25) O=C(Cn1cnc2c(nnn2-c2ccc(F)cc2)c1=O)N1CCCc2ccccc21
  102	3	17	-2.8	3	17	-2	-1	-11	18
(26) Cc1ccc(-c2cc(C(=O)NCCCn3ccnc3)c3cc(Br)ccc3n2)o1
  100	-3	-14	-0.5	-11	.	2	3	19	0
(27) O=C(NCCCNC(=O)c1ccco1)c1cccc(F)c1
  103	-1	0	-2.1	-1	-10	2	5	6	-1
(28) CC(C)c1ccc([C@@H]2O[C@H](C)CC3=C2C(=O)OC(C)(C)O3)cc1
  100	-2	-9	.	.	-25	.	.	-3	.
(29) OC[C@H]1OC(O)C[C@@H](O)[C@@H]1O (some centres not stated)
  94	3	-14	-0.5	-3	3	0	5	-1	-1
(30) CC1(C)C(=O)Nc2ccccc2N1C(=O)COc1ncnc2ccccc12
  107	4	5	0.8	-4	-14	1	5	-2	0
(31) CCN(CC)C(=O)C1=C(C)N(CCCN2CCCC2=O)C(=O)C(CC(=O)NCc2cccc3ccccc23)C1 (configuration not stated)
  98	-2	-1	-1.7	1	-17	1	-6	-1	12
(32) CC1CCN(CCCNC(=O)C2CCCN(c3ncnc4c3nc3n4CCCCC3)C2)CC1 (configuration not stated)
  100	-2	-1	-4.2	-18	-11	-5	-2	2	3
(33) O=c1oc(-c2ccc(O)c(O)c2)cc2cccc(O)c12
  92	-5	8	-1.6	-5	-55	-3	22	-1	-14
(34) CCn1cc(C(=O)N2CCCC2)c(=O)c2cc(S(=O)(=O)N(C)C)ccc21
  90	5	-13	-1.8	-13	-35	2	2	3	1
(35) Cn1cccc1/C=N/NC(=O)CNc1cccc2ccccc12
  95	-5	-7	-1.0	.	1	2	-8	-3	-1
(36) Cn1[nH]c2c(c1=O)[C@H](c1ccc(F)cc1)O[C@H](CCc1ccccc1)C2
  105	-2	-19	.	.	-7	0	10	-19	.
(37) COc1ccc(-c2nnc(OC)c3ccccc23)cc1
  92	5	8	-1.1	9	-7	-1	-2	12	6
(38) CCOC(=O)C1=C(O)C(=O)N(c2ccc(S(N)(=O)=O)cc2)C1c1ccc([N+](=O)[O-])cc1 (configuration not stated)
  102	-8	-24	-0.6	-9	5	0	-2	-2	-2
(39) C#CCC(NC(=O)c1ccc(C#N)cc1)C(=O)NCCC (configuration not stated)
  98	3	-10	-0.9	9	-9	1	-1	4	5
(40) C=CCn1cccc(C(=O)Nc2ccc(SC)cc2)c1=O
  93	-2	-8	-1.2	-2	-12	-4	-6	13	6
(41) O=C(CCCOc1ccc(Cl)cc1Cl)Nc1cc(S(=O)(=O)N2CCOCC2)ccc1N1CCOCC1
  89	9	-13	-0.9	-16	8	-4	-3	4	11
(42) CC1Sc2ccc(S(=O)(=O)CCC(=O)NC(C)c3ccccc3)cc2NC1=O (configuration not stated)
  94	7	5	0.2	8	-10	1	4	0	6
(43) Nc1nnnn1/N=C/c1cccc(O)c1
  92	0	0	-0.2	3	4	4	6	8	9
(44) O=C(NCc1nnnn1-c1ccc(F)c(F)c1)C(=O)c1c[nH]c2ccccc12
  98	-6	-1	-0.2	-6	-22	-1	25	2	1
(45) COc1cccc(-c2cc3nc(C)cc(N4CCN(C(=O)c5ccoc5)CC4)n3n2)c1
  97	4	5	1.2	-3	-1	-3	32	9	12
(46) COc1ccc(-c2noc(CCC(=O)Nc3cccnc3)n2)cc1OC
  99	0	6	1.7	-16	-44	2	-6	-1	4
(47) Nc1ccc(C=Cc2ccc(N)cc2)cc1
  99	8	-6	.	.	7	-4	-7	9	.
(48) CC(=O)c1nnn(-c2ccc([N+](=O)[O-])cc2C)c1C
  94	1	-8	1.0	-2	22	1	2	-2	-4
(49) COC(=O)C(=C/C(C)=C/c1cccs1)C(=O)OC
  100	2	-3	-0.3	1	12	13	4	19	-3
(50) Cc1[nH]c2ccccc2c1/C=N/NC(=O)c1cc(-c2ccncc2)nc2ccccc12
  99	-8	-4	-4.4	3	8	37*	10	7	-3
(51) Cc1ncc(CN2CCCCC2C(=O)Nc2ccc(Oc3ccccc3)nc2)cn1 (configuration not stated)
  100	-6	-2	-1.9	-11	3	-1	-2	-2	3
(52) O=[N+]([O-])c1cccnc1Oc1ccc(F)cc1F
  96	-1	-17	1.7	3	11	-1	0	-2	-2
(53) COc1ccc(CCC(=O)Nc2ccccc2C(F)(F)F)cc1
  101	3	3	0.2	8	6	-1	1	-3	1
(54) COc1cccc(NC(=O)COC(=O)c2ccccc2C(=O)N2CCN(c3ccccc3)CC2)c1
  90	2	0	-1.9	-2	-19	-1	0	4	0
(55) O=C(CN(Cc1ccccc1)C(=O)CNS(=O)(=O)c1ccccc1)NCC1CCCO1 (configuration not stated)
  86	2	3	-1.1	2	-20	0	4	-4	2
(56) Cc1csc(=O)n1CCC(=O)OCc1nnc(-c2ccc(Cl)cc2)o1
  101	-1	-2	3.6	-5	-22	1	-2	-7	1
(57) C/C(=N\NC(=O)C(N)=O)c1ccc(NC(=O)c2cccs2)cc1
  96	3	-1	1.1	.	-63	-3	5	6	-6
(58) CC(C)CN(CC(C)C)S(=O)(=O)N1CCC(C(=O)NCc2ccccn2)CC1
  100	-1	6	-0.2	-14	11	0	-5	-8	-2
(59) O=C(CNS(=O)(=O)c1cccc2nonc12)NCc1ccc(F)cc1
  93	-1	2	-0.9	-11	-18	-1	10	-2	3
(60) O=C(Nc1ccc(N2CCOCC2)c(F)c1)c1cccs1
  98	2	-8	-2.0	5	-53	-8	-10	-3	2

Next section
Order of values: ABCB6 inh 2	HTR2A ag	NOD2-RIPK2 inh	MC4R barr agon	TLR9-MyD88 inh	SRC2 inh	N-glyco inh	H9c2 protect	ABHD5-PLIN5 inh	MC4R antagonist
(61) O=C(Cn1c(=O)cnc2ccccc21)Nc1cc(Cl)ccc1N1CCOCC1
  130	5	-7	-0.3	-4	13	0	10	1	18
(62) COCCCNS(=O)(=O)c1ccc2c(c1)CCN2C(C)=O
  107	-1	-4	0.2	-12	9	1	-7	0	-5
(63) CCC(C)NS(=O)(=O)c1ccc(S(=O)(=O)N(CC(=O)Nc2ccccc2)Cc2ccco2)cc1 (configuration not stated)
  101	3	-6	-0.7	-6	6	-4	-3	1	12
(64) COc1ccc(N2CCN(C(=O)CNC(=O)Cn3cnc4sc(C)c(C)c4c3=O)CC2)cc1
  95	1	-3	-1.1	-5	-24	-2	4	4	-3
(65) CCNS(=O)(=O)c1ccc(NC(=O)c2ccccc2)cc1
  92	0	-7	-1.6	-3	3	-4	-6	0	5
(66) COc1cccc(C(=O)c2c[nH]c(C(=O)NCCCN(C)C)c2)c1
  98	-2	2	-1.4	4	2	3	5	2	10
(67) COc1ccc(OC)c(S(=O)(=O)N2CCC(C(=O)Nc3cccc(C)c3)CC2)c1
  93	-7	4	-1.1	5	-1	-4	5	-8	7
(68) COCCSc1nnc(NC(=O)c2ccc(OC)c([N+](=O)[O-])c2)s1
  93	2	10	-2.6	8	16	1	-8	-2	-3
(69) COc1ccc(S(=O)(=O)N2C(=O)/C(=C3\SC(N)=NC3=O)c3ccccc32)cc1
  103	-1	-8	-0.3	-8	-4	-2	-7	-3	14
(70) COc1cccc(CNC(=O)c2ccc(NC(=O)C3CCCO3)cc2)c1 (configuration not stated)
  100	1	1	-3.4	-1	1	-1	2	-2	0
